# Screening results: PubChem, several laboratories
# L929 necroptosis = blocks zVAD induced death of L929 cells; AID 1377; viability rescue, % at 10 µM; 220,000 compounds, 0.38% hits; L929 zVAD necroptosis rescue, ATP luminescence, 24 h; with zVAD 60 µM;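 active = activation, scaled between plate controls, above about 75%, limit read from the data; inactive = activation under that limit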;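 note: 0% = zVAD with DMSO and 100% = DMSO alone without zVAD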
# TNF necrop inh = blocks TNF-alpha induced death of Jurkat FADD-/- cells | Jurkat FADD-/- TNF necroptosis rescue, ATP luminescence, 24 h; 0 = TNF only, 100 = no-TNF cells | activation (protection from cell death), % at 10 µM | AID 463075 | 220,000 compounds, 0.068% hits;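 active = activation, meaning protection from cell death, of at least 50% relative to plate controls; inactive = activation below 50%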;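 note: necroptosis triggered by 40 ng/mL TNF-alpha added together with compound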
# thrombin 1536 = thrombin (human) inhibition | P00734 | alpha-thrombin, Boc-VPR-AMC fluorogenic substrate cleavage | inhibition, % at 5 µM | 220,000 compounds, 0.26% hits;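 active = inhibition at or above 40%; inactive = inhibition below 40%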;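 note: 0% = enzyme with no compound and 100% = wells without enzyme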
#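 System: human alpha-thrombin protein; Compound dosing: one concentration per compound, 5 µM, with 0.2% DMSO; Timing: reaction at room temperature; Technique: AMC fluorescence, 355/460 nm; Controls: enzyme without compound as high, wells lacking enzyme as low.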
# FXIIa inh 1536 = blocks human coagulation factor XIIa protease activity | P00748 | purified FXIIa, Boc-QGR-AMC fluorogenic substrate, 2 h | inhibition, % at 5 µM | 220,000 compounds, 0.3% hits; in the data active = inhibition above about 40%;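 note: 0% = enzyme with no compound and 100% = blank without enzyme; many of its hits are not listed in these tables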
# FXIa inh = inhibitors of human coagulation factor XIa | purified FXIa, Boc-Glu-Ala-Arg-AMC fluorogenic substrate | 220,000 compounds, 0.14% hits | inhibition, % at 5 µM | P03951;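 active = inhibition of at least 40%; inactive = inhibition below 40%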;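 note: fluorescence of freed AMC excited at 355 nm; 0% = enzyme without compound and 100% = no enzyme blank; many of its hits are not listed in these tables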
# Target sequence (P03951 19-387 limits assumed): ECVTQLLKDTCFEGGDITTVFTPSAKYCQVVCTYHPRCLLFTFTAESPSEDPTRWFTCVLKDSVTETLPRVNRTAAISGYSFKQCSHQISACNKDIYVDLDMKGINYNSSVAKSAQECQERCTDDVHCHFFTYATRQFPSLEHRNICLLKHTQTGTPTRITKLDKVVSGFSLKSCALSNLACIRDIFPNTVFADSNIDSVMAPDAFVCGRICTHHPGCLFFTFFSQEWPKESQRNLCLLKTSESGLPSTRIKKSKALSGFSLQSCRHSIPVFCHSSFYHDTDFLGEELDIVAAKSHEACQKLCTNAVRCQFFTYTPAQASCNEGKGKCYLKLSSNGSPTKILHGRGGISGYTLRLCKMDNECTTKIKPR
# Target sequence (P03951 388-625 limits assumed): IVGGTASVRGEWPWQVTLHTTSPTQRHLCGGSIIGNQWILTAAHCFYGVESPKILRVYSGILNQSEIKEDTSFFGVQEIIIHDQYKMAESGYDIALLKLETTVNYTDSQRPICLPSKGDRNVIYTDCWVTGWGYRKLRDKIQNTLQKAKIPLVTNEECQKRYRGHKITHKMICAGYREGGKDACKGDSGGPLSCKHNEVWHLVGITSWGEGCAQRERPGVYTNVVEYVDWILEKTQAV
# hK5 inh = kallikrein 5 (human) inhibition. Q9Y337. recombinant hK5, fluorogenic AMC substrate cleavage. inhibition, % at 5 µM. 210,000 compounds, 0.59% hits. AID 873;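 active = inhibition of 40% or more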;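 note: 0% = enzyme controls without compound and 100% = no-enzyme blanks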
# Rad51 HR inh = blocks human Rad51 in homologous recombination. Q06609. inhibition, % at 10 µM. 200,000 compounds, 0.085% hits. AID 1385. hRad51 DNA strand exchange, fluorescence dequenching;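 active = inhibition above 40% at the single screening dose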;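 note: 0% = DMSO control wells and 100% = blanks with heterologous ssDNA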
# Target sequence (Q06609 whole entry, looked up): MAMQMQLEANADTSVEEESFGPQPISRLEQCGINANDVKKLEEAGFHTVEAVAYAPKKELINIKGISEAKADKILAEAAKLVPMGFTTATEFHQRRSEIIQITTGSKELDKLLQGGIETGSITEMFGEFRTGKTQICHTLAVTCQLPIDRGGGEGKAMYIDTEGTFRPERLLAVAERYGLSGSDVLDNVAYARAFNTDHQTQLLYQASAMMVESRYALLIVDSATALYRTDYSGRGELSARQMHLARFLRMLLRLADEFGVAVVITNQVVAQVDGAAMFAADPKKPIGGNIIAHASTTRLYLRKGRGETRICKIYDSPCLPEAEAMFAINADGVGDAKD
#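 Test system: preformed human Rad51 ssDNA filaments; also added: Donor/quencher-labelled 47-bp dsDNA substrate; doses: 10 µM final, single point; times: 37 °C 15-min filament assembly, 30-min compound preincubation, 15-min exchange; detection: FRET fluorescence dequenching, excitation 485 nm, emission 520 nm; read-out basis: Fluorescence-based percent inhibition, control- and blank-normalised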
# Cl transport mod = modulates chloride dependent transport by human KCC2; KCC2 cells, thallium flux FluoZin-2 fluorescence; 190,000 compounds, 2.2% hits; B-score of Tl+ flux slope (higher = more flux/activation; lower = inhibition) at 10 µM;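 active = thallium flux slope and its plate-corrected score both differing from the plate sample mean at a set confidence after two filtering rounds, in either direction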;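 note: slope of fluorescence scaled to starting intensity during 10 to 20 s after thallium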
# Hck-Nef inh = human Hck-Nef kinase inhibition; AID 463187; inhibition, % at 20 µM; P08631; Recombinant Hck-YEEI plus Nef, Z-Lyte FRET kinase assay; 220,000 compounds, 0.68% hits;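 active = Hck-Nef kinase inhibition above about 50%, limit read from the data; inactive = inhibition below that limit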;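 note: 0% = DMSO with Hck plus Nef and 100% = Hck alone without Nef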
# * hit, by the source's call; x = no result given. These rows are one share of the data (hit frequency here may not be typical).
SMILES,L929 necroptosis,TNF necrop inh,thrombin 1536,FXIIa inh 1536,FXIa inh,hK5 inh,Rad51 HR inh,Cl transport mod,Hck-Nef inh
O=C(NCc1ccc2c(c1)OCO2)C1CCC(CNc2c(N3CCCC3)c(=O)c2=O)CC1 (stereo not drawn),2.9,1.9,-1,12,2,-7,x,0.41,-4
CC1(C)Cc2c(sc(/N=C/N3CCOCC3)c2C#N)C(C)(C)N1,0.9,-0.6,2,11,6,-16,x,x,1
COc1ccc(OC)c(NC(=O)C2=C(C)NC(=O)NC2c2cccs2)c1 (stereo not drawn),0.3,1.5,-6,0,-4,-8,4,-0.74,22
CCOC(=O)Cc1csc(NC(NC(=O)CC)(C(F)(F)F)C(F)(F)F)n1,0.0,-0.1,-13,10,-2,-8,10,0.0051,0
O=C(CSCC(=O)N1CCN(c2ccccc2)CC1)Nc1nc(-c2ccc(Cl)s2)cs1,-0.2,-4.8,-11,7,-1,-8,-4,1.4,-1
CN(C)c1ccc(C(CNC(=O)c2ccc(F)cc2)c2c[nH]c3ccccc23)cc1 (stereo not drawn),1.2,3.6,-16,7,3,-14,11,0.13,15
COC(=O)c1cccc(NC(=O)CCc2ccccc2)c1,0.8,1.1,-3,14,8,-12,12,0.95,3
O=C(COc1ccc(Cl)cc1Cl)NCCSc1ccc(Cl)cc1,0.0,0.3,6,5,1,-7,-6,x,-1
O=C(C1COc2ccccc2O1)N1CCN(Cc2ccc3c(c2)OCO3)CC1 (stereo not drawn),0.7,0.4,-2,-3,2,0,2,0.89,3
CC(=O)c1c(C)[nH]c(C(=O)Nc2ccc(C)c(S(=O)(=O)N(C)C)c2)c1C,2.8,0.0,-15,7,-6,0,0,x,24
CN1CCN(/N=C/c2ccc(N(C)c3ccccc3)cc2)CC1,0.2,0.6,6,11,3,-1,34,0.083,13
COc1ccccc1N(CC(O)COc1ccccc1)S(=O)(=O)c1ccccc1 (stereo not drawn),1.2,0.7,-2,13,14,-15,12,-0.29,4
Cc1ccc(-c2nnc(SCC(=O)NC3CC3)n2N)cc1,0.3,1.2,3,14,-1,4,10,0.76,29
CCOC(=O)C(C)NC(=O)C(NC(=O)C1CCC(CC)CC1)C(C)C (stereo not drawn),-1.0,-7.0,-1,29,22,-12,0,-2.4,-2
COCCOc1cc2ncnc(N3CCC(C(=O)O)CC3)c2cc1OCCOC,0.3,4.8,6,4,3,-12,19,0.47,0
N#Cc1c(NC(=O)CSc2ncnc3sccc23)oc(-c2ccco2)c1-c1ccco1,2.2,-2.4,0,23,7,-17,-23,-0.057,19
COc1ccccc1Oc1c(C)oc2cc(OC(=O)c3ccco3)ccc2c1=O,-0.3,-2.1,-2,3,-3,-10,-6,-0.56,3
O=C(NCC1CCCO1)c1onc(CSc2ccc(F)cc2)c1C(=O)O (stereo not drawn),0.4,-0.7,-8,-2,-8,-18,3,-0.55,0
Cc1ccc(-c2nc(CN(C)C(C3CC3)C3CC3)c(C)o2)cc1,-1.4,2.1,0,8,0,3,2,-0.45,19
CN1CCN(C(=O)c2cc3sccc3n2CC(=O)c2ccccc2)CC1,-0.1,-3.5,-1,4,-2,18,-14,0.81,0

# Shown with bars between the fields: entries from further up
SMILES | L929 necroptosis | TNF necrop inh | thrombin 1536 | FXIIa inh 1536 | FXIa inh | hK5 inh | Rad51 HR inh | Cl transport mod | Hck-Nef inh
COc1ccccc1Oc1c(C)oc2cc(OC(=O)c3ccco3)ccc2c1=O | -0.3 | -2.1 | -2 | 3 | -3 | -10 | -6 | -0.56 | 3
O=C(NCC1CCCO1)c1onc(CSc2ccc(F)cc2)c1C(=O)O (stereo not drawn) | 0.4 | -0.7 | -8 | -2 | -8 | -18 | 3 | -0.55 | 0
Cc1ccc(-c2nc(CN(C)C(C3CC3)C3CC3)c(C)o2)cc1 | -1.4 | 2.1 | 0 | 8 | 0 | 3 | 2 | -0.45 | 19
CN1CCN(C(=O)c2cc3sccc3n2CC(=O)c2ccccc2)CC1 | -0.1 | -3.5 | -1 | 4 | -2 | 18 | -14 | 0.81 | 0

# Later entries.
SMILES,L929 necroptosis,TNF necrop inh,thrombin 1536,FXIIa inh 1536,FXIa inh,hK5 inh,Rad51 HR inh,Cl transport mod,Hck-Nef inh
CCOC(=O)c1cc(C)sc1NC(=O)CCC(=O)O,0.7,0.9,-3,13,4,-13,-9,x,0
CCOc1ccc(NC(=S)NCc2ccc3c(c2)OCO3)cc1,0.2,-0.1,-7,9,0,1,x,0.31,-5
O=C1C=C(NCc2ccc(Cl)cc2)CC(c2ccco2)C1 (stereo not drawn),-0.3,-0.3,2,-11,-12,-47,3,-2.1,-1
O=[N+]([O-])c1ccc(C(=S)N2CCCC2)cc1,-0.2,0.2,2,-8,-2,-25,-4,0.062,6
Cc1ccc2oc(=O)c3cnn(CC(=O)N(CCN(C)C)Cc4ccco4)c3c2c1,0.0,3.2,-1,11,2,5,3,x,7
Cc1ccccc1N1C(=S)NC2c3ccccc3OC1(C)C2C(=O)N(C)C (stereo not drawn),1.2,-0.5,2,-1,-1,-16,1,0.3,19
CCN(CC)c1nc(C)nc2c1cnn2CCc1ccccc1,0.6,2.7,-1,18,6,-3,-6,-0.025,0
CCOC(=O)C1=C(C)OC(N)=C(C#N)C1c1cc(F)ccc1F (stereo not drawn),-0.7,-1.7,3,5,4,-5,1,-1.3,-1
Cc1cc(C)cc(-n2c(C)c3c(C)nnc(C)c3c2C)c1,x,4.3,-1,13,7,-10,x,-0.39,6
Cc1ccc(OCCn2cnc3cc([N+](=O)[O-])ccc3c2=O)cc1,-0.1,-0.8,-2,11,-3,2,-11,0.41,15
CC(=O)NCCNC(=O)c1ccc(CSc2ccc(Cl)cc2)cc1,-0.5,2.1,3,5,1,0,15,0.35,0
CC(C)Cc1[nH]c(=O)c(C#N)c2c1CCCC2,0.1,-1.2,-3,20,8,1,1,-0.5,-18
NNC(=O)c1sc(-c2ccccc2)cc1N,5.7,-2.2,-2,9,-2,1,2,-0.85,29
CCN1CCN(S(=O)(=O)c2ccc(Oc3ccccc3OC)cc2)CC1,-0.2,2.4,-7,9,-3,3,1,1,-23
COc1ccc(-c2cc(C(F)(F)F)nc(SCC(=O)NCc3cccs3)n2)cc1,0.1,-3.8,-1,14,9,-13,-5,0.78,1
COc1ccc(CCNC(=O)c2cc(=O)n(C)c(=O)n2C)cc1OC,-0.5,-0.4,27,4,9,22,1,0.12,-21
CCN(CC)c1ccc2c(c1)OC(N)=C(C#N)C2c1cccnc1 (stereo not drawn),0.0,-9.8,3,10,-6,-4,-86,x,-4
Cc1ccc(NC(=O)NCCCN2CCOCC2)cc1,-0.2,0.2,5,24,3,-16,-8,0.58,2
CC(C)n1c(O)c(/C=C2\C=NN=C2c2ccccc2)sc1=S,5.0,16,-1,11,7,-4,23,0.7,-3
CC(=O)Nc1ccc(NC(=O)c2cccc3c2-c2ccccc2C3=O)cc1,-1.1,-1.8,2,-8,-1,-7,0,-0.95,-6

# An excerpt from above in order of SMILES length, high to low.
SMILES,L929 necroptosis,TNF necrop inh,thrombin 1536,FXIIa inh 1536,FXIa inh,hK5 inh,Rad51 HR inh,Cl transport mod,Hck-Nef inh
COc1ccc(CCNC(=O)c2cc(=O)n(C)c(=O)n2C)cc1OC,-0.5,-0.4,27,4,9,22,1,0.12,-21
O=C1C=C(NCc2ccc(Cl)cc2)CC(c2ccco2)C1 (stereo not drawn),-0.3,-0.3,2,-11,-12,-47,3,-2.1,-1
NNC(=O)c1sc(-c2ccccc2)cc1N,5.7,-2.2,-2,9,-2,1,2,-0.85,29

# Continued.
SMILES,L929 necroptosis,TNF necrop inh,thrombin 1536,FXIIa inh 1536,FXIa inh,hK5 inh,Rad51 HR inh,Cl transport mod,Hck-Nef inh
CC(C(=O)Nc1ccc2c(c1)OCCO2)N(C)Cc1c(F)cccc1Cl (stereo not drawn),0.2,0.0,5,4,-1,-12,1,-1,4
CCOC(=O)C1(Cc2ccccc2C(F)(F)F)CCN(C2CCCC2)CC1,-1.5,3.9,1,13,3,0,9,-0.7,19
CCOCCCN1C(=O)CN(C2CCC(C)CC2)C(=O)C1c1ccc(C)cc1 (stereo not drawn),-0.8,1.3,-6,8,-4,-5,4,2.6,25
CCSc1nnc(NC(=O)C(C)C)s1,0.8,0.3,-6,12,2,-4,1,x,2
CCOC(=O)c1[nH]ncc1CN1CCC(Cc2ccccc2)(C(=O)OCC)CC1,-0.4,0.4,3,17,4,4,-9,1.1,21
COC(=O)C1=C(C)N(CCc2cc(OC)c(OC)c(OC)c2)C(=O)N[C@H]1c1cccs1,-1.2,-0.1,22,20,7,15,x,-0.015,-6
CC1C2NC(=O)N(Cc3ccccc3)C1(C)Oc1ccccc12 (stereo not drawn),0.3,0.6,-6,10,0,2,-4,-0.14,-1
COc1ccc(-n2cc(CN3CCC(OC)CC3)c(-c3cccc(F)c3)n2)cc1,4.8,3.6,-7,-1,-6,-3,6,0.33,13
COc1ccc(Nc2oc(COc3cccc(C)c3)nc2C#N)cc1,0.6,-2.3,-7,8,-2,-2,-4,-0.18,0
C/C(=C/C#N)Nc1ccc(C)cc1,3.0,-0.5,-2,7,4,-5,8,0.17,21
COc1ccccc1OS(=O)(=O)c1ccc(NC(C)=O)cc1,1.6,0.1,-4,3,-8,-3,3,-0.0016,-4
CCn1c(SCC(=O)c2ccccc2)nc2c(c1=O)SC(C)C2 (stereo not drawn),0.0,1.4,-5,12,9,-15,-5,-2.3,-6
Cn1nnc2cc(C(=O)N3CCN(c4ccccc4)CC3)ccc21,0.8,-0.8,-9,-2,0,3,-1,0.14,4
Cc1ccc(C)c(NC(=S)NC(NC(=O)Cc2ccccc2)C(Cl)(Cl)Cl)c1 (stereo not drawn),0.0,-0.7,2,11,5,15,-4,0.71,5
COc1cc([N+](=O)[O-])cc(/C=N/NC(=O)Cn2nc(C)cc2C)c1O,-0.6,1.1,-1,10,3,-15,26,1.4,15
O=C(O)c1sc2cc(C(F)(F)F)cnc2c1-c1cccs1,1.6,-0.2,-2,5,-4,0,1,-0.067,-10
O=c1c2ccccc2cnn1-c1ccc(Br)cc1,0.0,-1.1,0,6,0,-7,x,-0.6,-1
